# Screens from PubChem.
# JMJD2C inh – inhibitors of GASC-1 histone demethylase, primary screen, biochemical, fluorescence, DELFIA europium; hit rate 0.069% among 330,000; AID 2099, 2009; Lysine-specific demethylase 4C (Homo sapiens), Q9H3R0; inhibition, % at 2.35 µM; GST-JMJD2C(1-420) H3K9me3 demethylation;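 active = more than half of a compound's replicate wells show inhibition beyond 50%, single wells judged on their own value; inconclusive = some, but no more than half, of replicates pass 50% inhibition; inactive = no replicate passes 50% inhibition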;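 note: signal counts dimethyl H3K9 product captured on neutravidin plate; 0% = median of DMSO wells and 100% = 0.3 times that DMSO median; strong numbers were not always called active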
# procasp7 counter – procaspase-7 activators, primary screen, counter-screen for procaspase-3 activator project, biochemical, absorbance, HTS, human. activation, % at 8.5 µM. hit rate 0.093% among 330,000. recombinant procaspase-7, Ac-DEVD-pNA absorbance 405 nm; D23A/D198A/D206A triple mutant, cannot self-cleave; scale: DMSO 0, 5 µM enzyme 100;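 active = percent activation above the screen-wide mean plus 3 SD, cut at about 25% in these data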
#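 Detection: p-Nitroaniline absorbance at 405 nm, read at 0 and 120 min; system: Uncleavable procaspase-7 mutant enzyme; evaluation: % activation from two-timepoint absorbance difference, scaled to controls; times: 1 h enzyme–compound preincubation and 2 h substrate reaction, both 25 °C; buffer or medium: Zinc-free HEPES pH 7.4 with 300 mM NaCl, 0.01% Triton X-100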
# RPL19A TOR yeast – RPL19A-GFP expression modulators in yeast, primary screen, cell-based, S. cerevisiae, multiplex flow cytometry, MLPCN; S. cerevisiae RPL19A-GFP strain, 3 h; stronger effect = lower value; percent response vs DMSO, % at 10 µM; hit rate 0.3% among 330,000; AID 2025, 2009;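 active = percent response vs DMSO below 50%; inconclusive = fewer than 70 events counted for the yeast strain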;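 note: median channel GFP fluorescence of the barcoded RPL19A-GFP strain; ratio of sample median GFP to plate DMSO average so 100% = DMSO; lower means less RPL19A-GFP as with rapamycin TOR inhibition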
# AHR act – AHR activators, primary screen, cell-based, luminescence, luciferase reporter, human | AHR-responsive luciferase reporter cells | Aryl hydrocarbon receptor (Homo sapiens), P35869 | hit rate 2.5% among 320,000 | AID 2796, 2010 | activation, % at 5 µM; in the data active = activation above about 47%;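 note: 0% = vehicle wells and 100% = reference agonist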
# Target sequence (P35869 whole entry, looked up): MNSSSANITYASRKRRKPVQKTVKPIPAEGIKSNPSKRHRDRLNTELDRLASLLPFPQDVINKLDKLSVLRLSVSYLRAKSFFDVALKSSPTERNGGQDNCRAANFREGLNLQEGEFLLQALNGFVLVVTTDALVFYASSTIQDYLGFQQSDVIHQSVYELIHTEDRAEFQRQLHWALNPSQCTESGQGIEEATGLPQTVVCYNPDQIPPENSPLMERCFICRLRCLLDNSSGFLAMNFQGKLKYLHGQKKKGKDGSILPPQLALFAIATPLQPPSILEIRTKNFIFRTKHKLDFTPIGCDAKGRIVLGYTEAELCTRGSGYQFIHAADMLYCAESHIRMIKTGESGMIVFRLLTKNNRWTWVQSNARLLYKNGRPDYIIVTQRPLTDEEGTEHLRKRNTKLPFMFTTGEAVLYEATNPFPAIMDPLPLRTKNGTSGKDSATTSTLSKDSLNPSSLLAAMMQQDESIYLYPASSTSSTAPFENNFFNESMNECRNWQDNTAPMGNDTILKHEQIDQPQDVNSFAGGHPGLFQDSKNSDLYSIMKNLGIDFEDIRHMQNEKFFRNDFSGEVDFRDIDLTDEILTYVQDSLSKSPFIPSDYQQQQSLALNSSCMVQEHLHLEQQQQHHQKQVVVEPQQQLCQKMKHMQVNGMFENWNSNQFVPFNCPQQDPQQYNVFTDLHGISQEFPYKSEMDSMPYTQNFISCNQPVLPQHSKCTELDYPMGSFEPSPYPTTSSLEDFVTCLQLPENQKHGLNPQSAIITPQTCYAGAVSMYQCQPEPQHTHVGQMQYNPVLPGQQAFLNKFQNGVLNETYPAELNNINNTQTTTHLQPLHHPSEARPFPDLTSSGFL
# LAP4-GFP MLPCN – modulators of LAP4-GFP expression in yeast, primary screen, S. cerevisiae, multiplex flow cytometry, MLPCN library | 3 h; median GFP as percent of DMSO wells | GFP response vs DMSO, % at 10 µM | hit rate 0.34% among 320,000 | AID 2023, 2009;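 active = GFP response vs DMSO above a set limit, about the screen mean plus 3 SD, cut at about 150% in these data; inconclusive = under 70 cell events counted for the yeast strain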
# MEP2 TOR yeast – modulators of MEP2-GFP levels in yeast, primary screen, S. cerevisiae, multiplex flow cytometry, MLPCN library; AID 2016, 2009; hit rate 0.51% among 330,000; GFP response vs DMSO, % at 10 µM; S. cerevisiae MEP2-GFP strain, 3 h; 100% = DMSO control level;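 active = GFP response versus DMSO above a set limit, roughly screen mean plus 3 SD, cut at about 180% in these data; inconclusive = fewer than 70 cells counted for a yeast strain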;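 note: median GFP fluorescence of the barcode-gated MEP2-GFP cells per well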
# CR mimetic SO – reduction of superoxide in aged yeast, primary screen, HTS; hit rate 0.18% among 330,000; superoxide response (% of plate mean), % at 10 µM; S. cerevisiae aged cells, superoxide DHE fluorescence; stronger effect = lower value;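 active = superoxide response under a set limit, about three screen SD below normal, cut at about 65% in these data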;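 note: yeast aged for seven days with compound at 30 °C before DHE staining; 100% = average MFI of all compound-treated wells on the plate with controls excluded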
# procasp3 activ – activators of human procaspase-3 D3A mutant, primary screen, biochemical, absorbance, PC-3 D3A mutant, single concentration | Caspase-3 (Homo sapiens), P42574 | recombinant procaspase-3 D3A, Ac-DEVD-pNA absorbance 405 nm | activation, % at 8.5 µM | hit rate 0.11% among 330,000 | AID 463141, 2010;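 active = activation above the mean of all tested compounds plus 3 SD, cut at about 21% in these data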;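 note: 0% = DMSO alone and 100% = DMSO wells spiked with extra 5 µM PC-3 D3A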
# Target sequence (P42574 whole entry D9A/D28A/D175A): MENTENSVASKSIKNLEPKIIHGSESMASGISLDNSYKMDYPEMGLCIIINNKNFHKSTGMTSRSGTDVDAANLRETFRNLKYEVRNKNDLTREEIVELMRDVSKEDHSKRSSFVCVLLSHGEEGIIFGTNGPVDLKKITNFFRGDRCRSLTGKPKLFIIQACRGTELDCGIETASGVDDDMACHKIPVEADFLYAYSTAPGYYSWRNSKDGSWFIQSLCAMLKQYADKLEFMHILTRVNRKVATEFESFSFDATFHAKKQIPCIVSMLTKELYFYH
#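 Compound: 8.5 µM single point, 0.8% DMSO / Material: Autoprocessing-dead procaspase-3 D3A mutant enzyme / Timing: 1 h preincubation plus 2 h reaction at 25 °C / Medium: Zinc-free HEPES/NaCl buffer with 0.01% Triton X-100 at pH 7.4 / Technique: 405 nm absorbance of p-nitroaniline, reads at 0 and 120 min / Repeats: one well per compound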
# The depositor's hits bear a star; i = inactive; ? = inconclusive; . = not tested or not shown. Compounds were not picked by outcome, and some 3.8% of all compounds hit somewhere here.
SMILES,JMJD2C inh,procasp7 counter,RPL19A TOR yeast,AHR act,LAP4-GFP MLPCN,MEP2 TOR yeast,CR mimetic SO,procasp3 activ
O=C1C(=O)N(CCN2CCOCC2)C(c2ccccc2F)/C1=C(\O)c1ccc(S(=O)(=O)N2CCOCC2)cc1 (centres undefined),20,-1,103,1,99,106,92,1
CCOC(=O)Cc1[nH]nc2c1C(c1ccoc1)C(C#N)=C(N)O2 (centres undefined),7,-7,95,-1,90,96,109,3
COc1cccc(-c2sc3ccccc3c2-c2ccc(OCCN3CCCCC3)cc2)c1,1,5,89,-1,130,100,103,0
CC1CCC(C#N)(N(C)C(=O)CSc2nnc(C3CC3)n2C2CC2)CC1 (centres undefined),3,-4,92,0,95,102,100,-3
Cc1cc(C)n(S(=O)(=O)c2ccc(C(C)(C)C)cc2)n1,-3,1,101,2,104,100,109,0
Cc1ccc(SCC(=O)Nc2ccc3c(c2)OCCO3)cc1,-1,7,97,4,120,99,108,9
COc1ccc(NS(=O)(=O)c2ccc(C)c(C(=O)N(C)CCc3ccc(OC)c(OC)c3)c2)cc1,5,-7,98,0,106,98,105,1
COC(=O)c1ccccc1NC(=S)NC(=O)c1ccccc1F,-2,-9,110,2,80,107,93,-7
Cc1c(C)n(C)c2ccc(C(=O)NCCCN3CCOCC3)cc12,4,7,98,1,95,94,97,9
C/C(=N/NC(=O)c1ccc(C(C)(C)C)cc1)c1cccnc1,2,-4,93,2,116,96,104,0
CC(C)(CNC(=O)c1cccs1)CNC(=O)c1cccs1,9,1,100,-1,100,99,104,-3
COc1ccc([C@H]2CC(=O)C=C(c3ccccc3OC)C2)cc1OC,-3,9,92,5,106,90,85,3
Cc1ccccc1OCCn1c(S(=O)(=O)O)nc2c(N)ncnc21,-1,1,101,1,93,112,96,5
CCOCCNC(=O)c1ccc2c3c(cccc13)CC2,41,-5,101,7,105,103,109,1
CC(NC(=O)C(=O)NCCc1c[nH]c2ccccc12)c1ccccc1 (centres undefined),1,12,104,3,99,105,93,-2
CCNc1nc(NC(C)C)nc(N(n2cnnc2)S(=O)(=O)c2ccc(C)cc2)n1,4,2,103,5,102,103,92,-4
CCc1ccc(Nc2ncccc2C#N)cc1,4,-4,100,52*,106,100,100,-6
CCCS(=O)(=O)N1CCC(C(=O)NCCCN2CCCC2=O)CC1,28,-2,100,-2,100,107,102,7
COc1ccc(CN(C(=O)c2cnccn2)C(C(=O)NC(C)(C)C)c2cc(OC)c(OC)c(OC)c2)cc1 (centres undefined),-5,8,99,0,97,99,92,2
Clc1ccc(OCc2nn3c(C4CCCCC4)nnc3s2)cc1,-4,-9,90,2,122,104,128,-12
COc1ccc(/C=N/Nc2nnc(Cc3ccccc3)c(=O)[nH]2)cc1OC,7,7,93,43,105,104,101,6
COc1ccc(-c2oc(=O)c3cc(OC)c(OC)cc3c2C#CC2(O)CCCCC2)cc1,-10,-5,96,10,102,107,116,-6
CSc1ncccc1C(=O)N1CCCC(C(=O)c2cc(F)ccc2F)C1 (centres undefined),5,5,100,0,104,96,88,14
O=C1CSC2=NCN(c3ccc4c(c3)OCO4)CN12,-24,-44,96,24,102,95,103,-24
O=C(C[C@H]1C/C=C/CC[C@@H](Cc2ccc(F)cc2)C(=O)O[C@@H](c2ccccc2)CNC1=O)NCCO,37,-3,89,-1,86,90,103,-5
Cc1cc(C)cc(C(=O)NC(=S)Nc2ccc3[nH]c(=O)[nH]c3c2)c1,21,-7,100,13,94,93,97,3
O=C(O)CCN1C(=O)/C(=C\c2cccc(OCC(=O)Nc3ccc(Cl)cc3)c2)SC1=S,-6,-8,99,3,97,95,90,-6
CC(C)(C)c1nc(-c2ccccc2)nc2c1OCCC2,-8,-1,101,-6,141,99,111,5
O=C(Nc1c(Cl)cccc1Cl)c1ccc(-c2ccccc2)cc1,-10,3,99,-1,99,105,97,6
CN(C)C(=O)N1CCCC(C(=O)NCc2ccccc2)C1 (centres undefined),49,1,104,-1,99,112,i,4
COc1ccc(C(=O)N2CCCc3ccccc32)cc1,-3,-3,99,8,115,110,100,-6
CN(C)c1nc(NCc2ccccc2)nc(N/N=C/c2ccccc2F)n1,-2,-3,98,11,106,94,88,4
O=C(NCc1ccccc1)C1CCC(CNS(=O)(=O)c2cccs2)CC1 (centres undefined),4,1,100,-2,98,102,102,3
C(=N\n1cnnc1)/c1cccs1,2,-6,103,4,102,107,97,2
CC(C)CC(C(=O)NC(C)(C)C)N(Cc1ccccc1Cl)C(=O)c1snc(C(N)=O)c1N (centres undefined),4,.,97,.,78,79,103,.
COc1ccc(N(CC(=O)Nc2c(C)n(C)n(-c3ccccc3)c2=O)S(=O)(=O)c2ccc(F)cc2)cc1,-10,12,102,0,85,94,114,-5
CS(=O)(=O)c1ccc(C(=O)Nc2ccc(S(=O)(=O)N3CCCCC3)cc2)cc1,37,4,104,-1,106,102,103,0
OC(COc1ccc(CN2CCSCC2)cc1)CN1CCCCC1 (centres undefined),6,-2,101,-1,102,93,86,5
Cc1ccc(/C(O)=C2/C(=O)C(=O)N(Cc3cccnc3)C2c2ccccn2)cc1 (centres undefined),-17,0,100,-1,95,106,94,2
O=C(COc1ccc(-c2ccccc2)cc1)Nc1cccnc1,2,11,97,1,109,91,114,8

# Part of the list above in another layout.
# Below each compound – JMJD2C inh | procasp7 counter | RPL19A TOR yeast | AHR act | LAP4-GFP MLPCN | MEP2 TOR yeast | CR mimetic SO | procasp3 activ
- CN(C)c1nc(NCc2ccccc2)nc(N/N=C/c2ccccc2F)n1
  -2 | -3 | 98 | 11 | 106 | 94 | 88 | 4
- O=C(NCc1ccccc1)C1CCC(CNS(=O)(=O)c2cccs2)CC1 (centres undefined)
  4 | 1 | 100 | -2 | 98 | 102 | 102 | 3
- C(=N\n1cnnc1)/c1cccs1
  2 | -6 | 103 | 4 | 102 | 107 | 97 | 2
- CC(C)CC(C(=O)NC(C)(C)C)N(Cc1ccccc1Cl)C(=O)c1snc(C(N)=O)c1N (centres undefined)
  4 | . | 97 | . | 78 | 79 | 103 | .

# (more compounds)
SMILES,JMJD2C inh,procasp7 counter,RPL19A TOR yeast,AHR act,LAP4-GFP MLPCN,MEP2 TOR yeast,CR mimetic SO,procasp3 activ
O=C(c1cccc2ccccc12)N1CCN(Cc2ccccc2F)CC1,-5,.,101,.,93,102,106,.
CCOC(=O)c1ccc(Nc2nc(N3CCOCC3)nc(N3CCOCC3)n2)cc1,-3,-1,98,-1,94,98,93,-1
CCN(CC)CCCNC(=O)c1ccccc1C,2,-1,96,0,97,97,80,2
COc1ccc2c(Cl)c(-c3nnco3)sc2c1,-17,-3,100,5,103,96,114,-6
COC(=O)c1[nH]c2c(c1C)C(=O)CCC2,4,14,97,12,95,95,106,-8
CC(=O)N1CC(C)Sc2ccc(S(=O)(=O)N3CCCCC3)cc21 (centres undefined),2,4,100,2,116,98,87,2
COc1ccccc1CNC(=O)COC(=O)c1ccc(Cl)c(N)c1,-4,-3,110,0,112,114,93,13
C=CCCCCCCCCc1nc(SCC(=O)O)n[nH]1,-7,3,98,0,101,106,92,-1
O=C(COc1ccccc1F)OCC(=O)c1ccc([N+](=O)[O-])cc1,0,-30,95,1,104,99,86,3
O=C(NCc1ccccc1CN1CCCC1)C1CCN(S(=O)(=O)c2ccc(Cl)cc2)CC1,22,11,103,0,109,110,107,-9
COc1ccnc(Oc2ccccc2)c1C#N,?,4,101,-4,105,110,113,7
CCCSc1ccc([C@@H]2[C@H]3C(=O)N(CC)C(=O)[C@H]3[C@]3(C(=O)OC)CCCCN23)cc1OC,-5,-12,98,13,98,100,115,-5
O=C1CC(c2ccccc2)CC(=O)N1c1ccc(C(F)(F)F)cc1,.,-5,98,0,105,93,93,8
CCN1CCN(CCCNC(=O)CS(=O)(=O)Cc2nc(-c3ccccc3C)oc2C)CC1,-15,-1,101,1,87,99,70,3
O=C(C1CCC(=O)N(C2CC2)C1)N1CCN(c2ccccc2Cl)CC1 (centres undefined),-7,-1,100,1,120,128,97,1
O=C(c1cccc(Cl)c1)N1CCC(=O)N(C(COCc2cccc(Cl)c2)Cc2ccccc2)CC1 (centres undefined),-3,2,.,6,.,.,.,2
CCc1nonc1NC(=O)c1oc2cc(C)c(Cl)cc2c1C,-30,9,101,-6,91,109,109,4
CC(C)=C(NC(=O)c1ccccc1)C(=O)N1CCOCC1,3,-6,97,0,99,104,106,-1
O=[N+]([O-])c1ccc(Cl)c(/C=N/Nc2nc(N3CCOCC3)nc(N3CCOCC3)n2)c1,10,10,104,3,106,105,106,10
CCc1nc(Nc2ccccc2)c2nnn(Cc3ccccc3)c2n1,-1,2,107,9,80,101,105,6
c1ccc2c(c1)nnn2-c1ncnc2sccc12,3,5,94,23,92,94,111,4
O=C(Nc1ccc(N2CCN(C(=O)c3ccccc3)CC2)c(Cl)c1)c1ncn[nH]1,-7,3,96,-3,102,108,87,2
S=C(NCc1ccco1)NCc1ccccc1Cl,0,.,117,.,85,109,98,.
Cc1ccc(NC(=O)CCc2nnc3ccc(N4CCOCC4)nn23)cc1C,6,-4,104,3,102,108,91,11
COc1cc(CNc2ccc3[nH]c(=O)[nH]c3c2)ccc1OCc1ccccc1F,-3,-6,104,-1,105,106,106,-6
COc1cccc(N2CC34C=CC(O3)C(C(=O)O)C4C2=O)c1 (centres undefined),-9,-8,96,1,109,99,100,-5
CCN1CCc2c(OCC(=O)Nc3ccccc3)cccc2C1=O,0,-4,95,7,102,97,98,4
Cn1c(-c2sccc2OCc2ccccc2)n[nH]c1=S,2,-9,95,12,96,97,107,-7
Cc1ccc(C)c(Oc2ncnc(N)c2[N+](=O)[O-])c1,7,4,104,-3,88,96,88,6
CCCn1c(SCC(=O)N2c3ccccc3Sc3ccccc32)nc2c1c(=O)n(C)c(=O)n2C,19,8,97,-1,100,97,113,-2
O=C1C(=O)N(Cc2cccnc2)C(c2ccccn2)/C1=C(/O)c1ccc(F)cc1 (centres undefined),12,13,99,-3,107,111,95,-1
CCCCc1ccc(-c2nc(N)n[nH]2)cc1,15,-3,98,24,97,97,97,9
CC(=O)Nc1cc2c(cc1C(=O)c1ccccc1)OCCO2,16,-2,91,7,93,93,124,5
Cc1ccccc1Cn1ccc(NC(=O)c2onc(C)c2Cl)n1,2,-2,98,-1,101,99,113,-7
O=C(c1ccc(N2CCCC2=O)cc1)N1CCN(c2ccccc2)CC1,-1,5,102,1,100,106,114,0
Cc1c(Br)cc(C(=O)N2CCN(CCO)CC2)c(C)c1C,21,9,105,5,103,105,99,9
CC(C)c1ccc(NC(=O)N2CCN(S(=O)(=O)c3ccccc3)CC2)cc1,-10,4,100,4,103,104,95,-1
